# High-throughput results (PubChem)
# Vif imaging – inhibitors of HIV Vif; HEK293T cells, Vif self-association by quenched fluorescence, imaging, 24 h; hit rate 0.35% among 340,000; inhibition, % at 7.49 µM; in the data active = inhibition above about 50%, passing the limit was not always enough; note: some results filed as inactive read as strong as hits
# PDI turbidity – inhibitors of human protein disulfide isomerase | P07237 | PDI insulin aggregation turbidity, A650, 90 min | inhibition, % at 10 µM | hit rate 0.052% among 350,000;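 active = mean inhibition across replicates of 30% or more, whatever share of single replicates reach that level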;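 note: absorbance from insulin aggregation driven by PDI reduction with DTT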
# Target sequence (P07237 whole entry, looked up): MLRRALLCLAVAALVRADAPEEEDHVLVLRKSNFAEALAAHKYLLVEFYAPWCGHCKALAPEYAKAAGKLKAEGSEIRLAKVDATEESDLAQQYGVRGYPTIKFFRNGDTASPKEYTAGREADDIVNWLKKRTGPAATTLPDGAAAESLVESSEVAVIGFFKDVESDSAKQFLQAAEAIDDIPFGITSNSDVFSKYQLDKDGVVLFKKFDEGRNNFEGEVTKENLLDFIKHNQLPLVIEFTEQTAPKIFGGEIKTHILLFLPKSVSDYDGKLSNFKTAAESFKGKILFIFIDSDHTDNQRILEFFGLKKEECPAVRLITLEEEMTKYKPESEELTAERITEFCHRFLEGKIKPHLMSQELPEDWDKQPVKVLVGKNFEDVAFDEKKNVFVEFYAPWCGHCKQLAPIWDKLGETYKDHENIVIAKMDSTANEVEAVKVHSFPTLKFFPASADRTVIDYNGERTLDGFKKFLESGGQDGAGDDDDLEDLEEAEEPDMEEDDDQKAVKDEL
# Peg3 promoter – inhibitors of Peg3 promoter; hit rate 1.7% among 360,000; AID 588405; HeLa PEG-Prom luciferase reporter, luminescence, overnight; inhibition, % at 20 µM;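 active = inhibition of at least 50% at 20 µM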
# CaV13 ICDI inh – Primary screen for inhibitors of IQ motif and Ca2+-dependent inactivation inhibitor domain binding in CACNA1D, Förster resonance energy transfer in living cells, …; HEK cells, CFP/YFP FRET ICDI-IQ, plate reader, 10 min; percent FRET-ratio fall versus neutral wells; inhibition, % at 12.3 µM; hit rate 0.098% among 340,000; AID 743397;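 active = mean replicate inhibition of at least 30% and at least 1% of replicates passing that level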;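 note: 0% = median of the neutral control wells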
# MITF TRPM1 inh – reduces MITF-dependent TRPM1 promoter luciferase signal | SK-MEL-5 TRPM1 promoter luciferase, 24 h | inhibition, % at 12.5 µM | hit rate 0.83% among 330,000 | AID 488899;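 active = mean inhibition across replicates of 60% or more, whatever share of single replicates reaches that level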; note: values of inactives mirror those of a sister screen read the other way
# NR2E3 ag-1 – agonists of human NR2E3 nuclear receptor. CHO-S Gal4-NCOR/VP16-NR2E3 two-hybrid, luciferase. AID 602229. hit rate 0.35% among 360,000. inhibition of corepressor binding, % at 3.98 µM. Q9Y5X4;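 active = inhibition above the mean of all tested compounds plus 3 SD, cut at about 70% in these data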;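 note: 0% = DMSO with NR2E3 transfected cells and 100% = cells lacking NR2E3 construct; higher means lower luciferase signal from less NR2E3 corepressor binding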
# Target sequence (Q9Y5X4 whole entry, looked up, the tested form may be a part): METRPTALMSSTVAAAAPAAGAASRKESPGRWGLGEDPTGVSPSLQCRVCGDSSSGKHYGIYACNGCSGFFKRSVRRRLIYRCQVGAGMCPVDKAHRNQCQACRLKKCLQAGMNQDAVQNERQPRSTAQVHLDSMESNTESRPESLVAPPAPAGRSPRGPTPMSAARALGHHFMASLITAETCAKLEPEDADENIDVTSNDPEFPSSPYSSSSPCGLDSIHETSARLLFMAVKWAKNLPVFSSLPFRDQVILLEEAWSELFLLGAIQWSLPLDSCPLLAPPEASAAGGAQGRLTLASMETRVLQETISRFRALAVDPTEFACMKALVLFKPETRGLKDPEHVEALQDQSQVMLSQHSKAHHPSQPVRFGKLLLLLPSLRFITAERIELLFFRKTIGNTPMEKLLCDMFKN
# iPSC survival up – hiPSC single-cell survival enhancement; survival enhancement, % at 20 µM; ATPlite luminescence; 100% = ROCK inhibitor wells, 0% = DMSO; hit rate 0.044% among 360,000; in the data active = survival enhancement above about 18%;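 note: cells exposed to compounds for 16 hours before the ATP read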
# aDG glyco up – increases alpha dystroglycan glycosylation. Pro5-aDG cells, alpha-DG glycosylation AlphaScreen (IIH6); 0% Pro5, 100% B10-LARGE cell signal. activation, % at 10 µM. hit rate 0.22% among 360,000. AID 624168;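 active = activation of at least 8% versus controls, or a plate z-score of at least 8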;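 note: Pro5 are CHO cells carrying HIG-tagged alpha-DG that lacks glycosylation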
# Granule exo inh – lytic granule exocytosis inhibition; TALL-104 LAMP-1 surface exposure, flow cytometry; cells stimulated with thapsigargin and PMA; inhibition, % at 10 µM; hit rate 0.66% among 360,000;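 active = inhibition above about 55%, limit read from the data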
# NR2E3 ag-2 – agonists of human nuclear receptor NR2E3; AID 2300; GST-NR2E3/biotin-RetCOR TR-FRET, 1536-well; inhibition of corepressor binding, % at 4.78 µM; hit rate 0.12% among 320,000;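 active = percent inhibition above the cutoff of mean plus 3 SD of all tested compounds, set per screening campaign, cut at about 20% in these data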;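 note: 0% = DMSO wells and 100% = biotin wells as full block of FRET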
#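 Material: NR2E3–RetCOR corepressor complex / Amount: 1.35 nM GST-NR2E3 / Medium: Tris pH 7.5 / Compound: single nominal compound dose of 4.8 µM / Incubation: 5 h at 4 °C / Technique: TR-FRET, Eu(K)-anti-GST donor, streptavidin-D2 acceptor, ex 340, em 617/671 nm / Read-out basis: percent loss of FRET ratio relative to control wells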
# HIF-2a block – inhibitors of HIF-2a; 786-0 RCC cells HIF-2a reporter, luciferase luminescence, overnight; inhibition, % at 18.8 µM; hit rate 0.72% among 360,000;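 active = inhibition of the luminescence signal of 40% or more relative to plate controls, in a single-dose primary screen at 18.75 µM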
# * marks the source's active call; other numbers are inactive results; nt = not tested or not shown.
SMILES,Vif imaging,PDI turbidity,Peg3 promoter,CaV13 ICDI inh,MITF TRPM1 inh,NR2E3 ag-1,iPSC survival up,aDG glyco up,Granule exo inh,NR2E3 ag-2,HIF-2a block
COc1ccc(C(=O)N2CCCC(C(=O)c3ccccc3OC)C2)cc1OC (configuration not stated),3,3,11,-3,-3,-17,-0.1,-0.1,-1,-4,8
COC(=O)c1sccc1-n1cc2c(c1-c1ccccc1)c(=O)n(C)c(=O)n2C,-4,nt,7,-5,nt,5,-1.1,-0.1,0,nt,15
COc1ccccc1CNC(=O)C1CCCN(S(=O)(=O)c2ccc3c(c2)C(C)(C)C(=O)N3C)C1 (configuration not stated),-6,-1,-1,-6,3,-21,0.0,1.1,2,2,10
COc1ccc(-c2nnn3c2nc(NCc2ccccc2)c2ccccc23)cc1,4,-15,9,-5,5,-6,-0.9,-0.7,1,2,-5
Cc1cc(C(=O)COC(=O)c2cc(Cl)ccc2N)c(C)n1Cc1ccco1,-4,-32,-304,-5,-107,-120,0.6,1.6,0,6,-215
O=C(CN1C(=O)c2cccnc2Oc2ccc(Cl)cc21)NCCc1ccccc1,11,-3,-20,-5,-11,-40,0.6,0.3,2,0,-26
COc1ccc(CC(=O)Nc2cc(Cl)ccc2N2CCCC2)cc1,-7,-50,12,-5,13,-43,1.9,0.1,67*,3,-9
Cc1ccc(-c2cc(C(=O)N3CCN(c4ccc(F)cc4)CC3)c3ccccc3n2)o1,-11,2,-25,-4,-29,-19,-4.6,-0.7,43,-2,-84
CC(=O)Nc1ccc(NC(=O)C(C)OC(=O)c2cc(S(=O)(=O)N3CCOCC3)ccc2Cl)cc1 (configuration not stated),16,9,1,-13,-8,7,0.9,-0.2,-3,-4,-2
Cc1cc(Nc2ccc(F)cc2F)n2nc(C)nc2n1,-5,nt,8,-4,-16,-36,-0.8,0.0,-1,0,8
O=C(Nc1ccccc1F)c1ccc2sc([C@@H]3O[C@H](CO)[C@H](O)[C@H](O)[C@H]3O)nc2c1,-1,-2,-135,-2,nt,-16,0.9,0.0,9,nt,-156
COC(=O)c1ccc(C2Nc3ccccc3NC3=C2C(=O)CC(C)(C)C3)cc1 (configuration not stated),5,5,8,13,9,-1,-0.5,0.0,2,2,3
Cc1ccc(NC(=S)N(CCCN(C)C)Cc2cc3cc4c(cc3[nH]c2=O)OCO4)c(C)c1,1,1,-4,-1,-3,-17,0.5,0.0,-1,-1,10
COc1ccc(CN(C)C[C@@H]2OCCCC[C@@H](C)Oc3ccc(N(C)C)cc3C(=O)N([C@H](C)CO)C[C@@H]2C)cc1,1,-4,-10,-9,nt,8,-0.5,1.2,0,nt,-1
COc1ccc(OC)c(S(=O)(=O)NCCC2=CCCCC2)c1,2,0,21,nt,-2,-21,-0.8,0.1,-1,-1,6
O=C(NCCc1ccc(Cl)cc1)c1ccc2c(c1)OCCO2,-6,2,-100,-1,-49,-114,0.5,0.0,7,5,-139
O=C1C2CCCCC2C(=O)N1c1ccc(NC2CCN(Cc3ccccc3)CC2)c([N+](=O)[O-])c1 (configuration not stated),17,2,18,-16,10,3,-0.2,-0.2,-1,3,7
Cc1cccc(/C(N)=N/OC(=O)c2ccccc2Cl)c1,-3,9,-145,1,-7,-136,0.0,-0.1,9,3,-190
Cc1ccc(N=Cc2ccccc2O)cc1Cl,-2,-6,6,-5,-5,-5,-1.7,-0.2,-3,nt,-4
CC(=O)c1ccc(NC(=O)CN2C(=O)NC3(CCCc4ccccc43)C2=O)cc1 (configuration not stated),-3,6,-26,-5,-9,6,-0.4,0.1,9,nt,-5
CSc1nc(N)nc2c1ncn2C1OC(CO)C(O)C1O (configuration not stated),3,-3,8,-6,8,-15,2.5,0.0,-4,nt,10
CCSc1nc(-c2ccc(OC)cc2)n(-c2nc3ccccc3s2)n1,-17,-4,-16,-5,9,7,-1.0,0.1,10,2,-48
O=Cc1ccc2noc(-c3ccc(F)cc3)c2c1,nt,-17,-46,-5,-33,-73,-2.0,-0.3,-2,0,-101
COc1cc(Cl)c(C)cc1NC(=O)c1ccccc1NC(=O)CN1CCN(C(C)=O)CC1,22,-11,-14,-13,nt,-5,-0.4,0.2,-1,nt,0
Brc1ccc2c(c1)CNc1c(ncnc1N1CCOCC1)O2,4,1,34,-8,2,-15,-0.2,-0.1,0,0,16
CSc1ccc(-c2nc(CSCC(=O)N3CCOCC3)c(C)o2)cc1,-21,-1,-111,-5,4,-32,-2.1,0.7,-1,-2,-96
Cc1cc2oc(C(=O)Nc3ccc(S(=O)(=O)Nc4ncccn4)cc3)c(C)c2cc1Cl,nt,-8,15,-5,-3,5,-0.4,-0.2,-12,nt,6
CCOC(=O)Nc1ccc(S(=O)(=O)N2CCC(C)CC2)cc1,-12,1,19,-5,5,-27,-0.4,0.1,0,7,6
Cc1ccc(N(CC(=O)NCc2ccc3c(c2)OCO3)C(=O)c2csnn2)cc1,10,-4,-3,-3,-13,-14,-0.6,0.2,-2,-1,-53
CCC(CC)C(=O)NCc1ccccc1OC,-1,-3,8,-8,-5,0,3.8,-0.2,1,-1,14

# Single entries from the list:
# COc1ccc(CN(C)C[C@@H]2OCCCC[C@@H](C)Oc3ccc(N(C)C)cc3C(=O)N([C@H](C)CO)C[C@@H]2C)cc1 @ Granule exo inh = 0
# O=C(NCCc1ccc(Cl)cc1)c1ccc2c(c1)OCCO2 @ CaV13 ICDI inh = -1
# CC(=O)c1ccc(NC(=O)CN2C(=O)NC3(CCCc4ccccc43)C2=O)cc1 (configuration not stated) @ Granule exo inh = 9
# O=C(CN1C(=O)c2cccnc2Oc2ccc(Cl)cc21)NCCc1ccccc1 @ CaV13 ICDI inh = -5

# Further structures:
SMILES,Vif imaging,PDI turbidity,Peg3 promoter,CaV13 ICDI inh,MITF TRPM1 inh,NR2E3 ag-1,iPSC survival up,aDG glyco up,Granule exo inh,NR2E3 ag-2,HIF-2a block
CC(SC(C)C(=O)NN=Cc1cccc(Cl)c1)C(=O)NN=Cc1cccc(Cl)c1 (configuration not stated),-1,-2,99*,-6,6,13,-2.4,0.0,-1,nt,6
Cc1cnc(C(=O)Nc2nnc(C(C)C)s2)cn1,-9,1,-141,-5,-39,-95,3.8,-0.2,0,4,-93
C#CCOCCOCCOCCNc1nc(N2CCN(C(=O)[C@H](CCCCN)n3cc([C@@H](N)CO)nn3)CC2)nc(N2CCN(C(=O)[C@H](CCCCN)n3cc([C@@H](N)CC(C)C)nn3)CC2)n1,-1,-3,-4,-5,3,7,-0.6,2.6,-3,nt,2
O=C(CN1CCCCC1)N=Nc1c(O)[nH]c2ccccc12,-13,-3,-7,3,14,6,-0.9,0.0,-3,-4,-41
CCc1ccc(Nc2nnc(SCn3nnc4ccccc4c3=O)s2)cc1,8,0,-36,-5,1,-15,3.1,0.1,0,3,-42
Cc1cccc(-n2ncc3c(NC4CCCCC4)ncnc32)c1,-21,-9,-260,-5,nt,-140,-1.9,0.2,-10,3,-171
CC(C)C(=O)N=C1SC2CS(=O)(=O)CC2N1Cc1ccccc1 (configuration not stated),55*,0,11,-15,-1,-8,-1.8,-0.3,1,1,17
CC(C)C[C@H](NC(=O)c1nc[nH]c1C(=O)N[C@@H](CCCCNC(=O)OC(C)(C)C)C(=O)OC(C)(C)C)C(=O)OC(C)(C)C,-3,-2,15,-5,17,8,-2.8,0.7,-5,-1,21
CCOc1ccc(CO[C@@H]2O[C@H](CO)[C@@H](O)[C@H](O)[C@H]2NC(C)=O)cc1OC,7,0,-3,-2,-11,-14,-0.2,-0.2,2,nt,13
COc1ccccc1/C=C/C=N/NC(=O)c1cnccn1,36,-4,-75,-21,-66,10,2.1,0.3,0,-3,-110
O=C(NCCN1CCOCC1)c1ccc(Cl)c(S(=O)(=O)N2CCCC2)c1,nt,8,24,-3,10,8,-0.5,-0.2,-5,1,-7
C/C(CC(=O)Nc1ccc(OCc2ccccc2)cc1)=N\NC(=O)C(=O)Nc1ccccc1C,-12,-8,-102,-6,-27,-18,-0.9,0.6,-3,2,-140
CC(=O)c1ccc(NC(=O)C(C)N(C)CC(=O)Nc2ccccc2Cl)cc1 (configuration not stated),6,4,17,-4,1,0,0.5,0.8,-3,4,12
COc1ccc(-n2nc(C(=O)NCC3CCCO3)c3ccccc3c2=O)cc1 (configuration not stated),8,1,2,-7,0,0,-0.5,-0.1,0,0,4
COC(=O)C1=C(C)N(C2CCCCC2)C(=O)/C1=C\c1cccs1,-8,-1,14,-5,2,-15,-0.4,-0.1,2,-2,2

# Vif imaging, what is marked active above.
compound | Vif imaging | PDI turbidity | Peg3 promoter | CaV13 ICDI inh | MITF TRPM1 inh | NR2E3 ag-1 | aDG glyco up | Granule exo inh | NR2E3 ag-2 | HIF-2a block
CC(C)C(=O)N=C1SC2CS(=O)(=O)CC2N1Cc1ccccc1 (configuration not stated) | 55* | 0 | 11 | -15 | -1 | -8 | -0.3 | 1 | 1 | 17

# Further results
SMILES,Vif imaging,PDI turbidity,Peg3 promoter,CaV13 ICDI inh,MITF TRPM1 inh,NR2E3 ag-1,iPSC survival up,aDG glyco up,Granule exo inh,NR2E3 ag-2,HIF-2a block
N#Cc1ccc(NC(=O)COC(=O)CCNS(=O)(=O)c2ccccc2)cc1,-4,0,-10,-2,-4,-12,5.1,-0.2,-1,5,4
O=C(NCCCn1ccnc1)c1ccccc1Cl,-1,-8,0,-3,9,-29,-0.6,-0.1,3,0,11
Cc1cc(C)c(NC(=O)COC(=O)C2CCC(=O)N2)c(C)c1 (configuration not stated),18,-2,19,-4,-5,-4,2.0,1.0,-1,-1,10
O=C(NC(c1ccc(-c2ccccc2)cc1)c1cnccn1)C1CCN(Cc2ccc3c(c2)OCO3)CC1 (configuration not stated),-6,6,29,-5,nt,21,2.5,1.2,20,nt,-30
CCOC1CCCC(n2cnc3c(=S)nc[nH]c32)O1 (configuration not stated),-5,-1,11,-7,-2,-6,0.1,0.3,4,nt,8
Cc1ccc(C(C(=O)NC2CCCC2)N(Cc2cccs2)C(=O)c2csnn2)o1 (configuration not stated),4,7,3,-5,5,-21,-1.9,0.1,0,-1,7
C[C@@H]1C=C(C(=O)O)O[C@H](OCc2ccc(CO)cc2)C1,-1,-3,-2,-12,-5,9,7.2,0.1,1,-3,3
c1ccc2[nH]c(SCc3ccc(-c4nnco4)cc3)nc2c1,-5,-9,-174,-4,-73,-62,-5.3,0.1,1,2,-164
CC(=O)Nc1cccc(-n2nnc(SCC(N)=O)n2)c1,-14,0,14,-19,8,0,-0.4,0.0,0,-1,10
CC(=O)c1ccc(S(=O)(=O)N(CCCO)Cc2cc3cc4c(cc3[nH]c2=O)OCCO4)cc1,6,12,-2,-7,5,-4,0.3,-0.2,23,2,-8
Cc1ccc(-n2nc3c(c2NC(=O)c2cc4ccccc4o2)CS(=O)(=O)C3)cc1,-11,0,9,-3,10,-31,-0.5,0.0,3,1,8
CC(C)N1C(=O)C2C(C(=O)NC3CCCCC3)C3C=CC2(O3)C1C(=O)NC1CCCC1 (configuration not stated),7,-3,3,-5,4,-8,3.6,-0.1,0,4,19
Cc1cc(Br)ccc1NC(=O)CCCOc1cc(=O)n(C)c2ccccc12,-2,3,-17,-6,nt,-25,0.4,-0.1,21,nt,-119
O=C(O)CN(c1ccccc1)C1SC(=O)NC1=O (configuration not stated),nt,1,11,-1,1,-17,-0.3,0.2,8,1,20
